S100A4 MyoIIA – blocks human S100A4 binding to myosin IIA peptide | inhibition, % at 10.7 µM | S100A4/TAMRA-MyoIIA peptide fluorescence polarization | P26447 | 360,000 compounds, 0.14% hits;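 active = mean inhibition of at least 70% across replicates, with every replicate also reaching that level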
Target sequence (P26447 whole entry, looked up): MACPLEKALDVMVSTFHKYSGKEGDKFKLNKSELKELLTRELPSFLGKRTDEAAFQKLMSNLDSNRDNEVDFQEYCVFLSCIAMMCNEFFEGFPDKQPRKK
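Assay system: human S100A4 monomer with TAMRA-labelled myosin IIA peptide / Buffer or medium: Calcium-containing HEPES buffer, pH 7.2 / Reagent: TAMRA-labelled myosin IIA heavy-chain peptide probe, 5 nM / Compound: one dose per compound / Timing: polarization read 5 min after assay mix addition, stable 5–60 min / Benchmarks: neutral control DMSO, positive control TFP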
esBAF inh – blocks esBAF chromatin remodeling in mouse ES cells | Bmi1-luciferase knock-in reporter, 24 h; 100% = twice the neutral-well signal | AID 602393 | 350,000 compounds, 2% hits | reporter increase, % at 12.5 µM; in the data active = activation above about 40%;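 also: 0% = median of the plate's neutral control wells and 100% = double that signal; a rise in the Bmi1 reporter signal indicates esBAF inhibition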
LGR2 antag – Drosophila LGR2 receptor signaling inhibition | inhibition, % at 9.99 µM | HEK293 LGR2, CRE-luciferase, bursicon-stimulated, 4 h | 380,000 compounds, 0.35% hits | AID 720647;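 active = drop in luminescence signal, shown as inhibition above about 50% in the replicate tests, limit read from the data, passing the limit was not always enough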;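 also: agonist challenge used bursicon conditioned medium at about half maximal strength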
C2C12 statin – suppression of simvastatin myotoxicity | 330,000 compounds, 0.78% hits | C2C12 myotubes + simvastatin, ATP luminescence, 48 h; scaled: DMSO 0, geranylgeraniol control 100 | rescue of ATP level, % at 7.49 µM;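 active = mean ATP rescue above about 67%, or every replicate alone reaching that limit, limit read from the data, passing the limit was not always enough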;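 also: myotubes were challenged with 10 µM simvastatin during compound exposure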
SIRT5 block – blocks human SIRT5 desuccinylation of peptide. Q9NXA8. Purified SirT5, succinyl-peptide AMC, trypsin-coupled fluorescence. inhibition, % at 15 µM. 330,000 compounds, 1.1% hits. AID 652115; in the data active = inhibition above about 15%
Target sequence (Q9NXA8 whole entry, looked up): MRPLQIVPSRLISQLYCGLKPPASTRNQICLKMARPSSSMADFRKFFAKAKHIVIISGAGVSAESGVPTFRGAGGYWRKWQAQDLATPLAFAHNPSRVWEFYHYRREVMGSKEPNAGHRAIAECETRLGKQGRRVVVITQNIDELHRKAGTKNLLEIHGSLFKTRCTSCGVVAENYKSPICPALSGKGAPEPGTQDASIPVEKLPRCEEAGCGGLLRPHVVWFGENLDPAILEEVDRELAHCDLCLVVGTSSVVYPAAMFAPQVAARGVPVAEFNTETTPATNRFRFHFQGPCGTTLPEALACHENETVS
Casp6 inh – caspase-6 (human) enzyme inhibition; 350,000 compounds, 0.53% hits; purified caspase-6, Z-VEID-R110 cleavage fluorescence; inhibition, % at 12.5 µM; P55212;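 active = mean inhibition across replicates at least about 35%, with every replicate also reaching that limit, limit read from the data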;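 also: 0% = median of neutral control wells and 100% = no fluorescence left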
Target sequence (P55212 24-179 limits assumed): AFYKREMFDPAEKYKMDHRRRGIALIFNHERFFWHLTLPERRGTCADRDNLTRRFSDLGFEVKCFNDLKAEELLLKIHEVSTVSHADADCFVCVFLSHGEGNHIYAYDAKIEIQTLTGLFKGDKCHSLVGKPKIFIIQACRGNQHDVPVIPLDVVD
Target sequence (P55212 194-293 limits assumed): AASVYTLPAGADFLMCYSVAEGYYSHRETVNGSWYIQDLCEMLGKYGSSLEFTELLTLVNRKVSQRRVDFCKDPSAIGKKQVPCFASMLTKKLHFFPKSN
FN deposit inh – fibronectin deposition inhibition; AH1F fibroblasts, Alexa488-fibronectin deposition fluorescence, overnight; inhibition, % at 12.6 µM; 350,000 compounds, 0.086% hits; AID 743247;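 active = mean inhibition across replicates of 30% or more, regardless of how many single replicates reach that level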;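 also: positive control wells lacked labelled fibronectin entirely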
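Material: AH1F fibroblasts assembling fluorescent fibronectin matrix; amount: 10000 AH1F cells/well; medium: DMEM, 2% serum; reagent: Alexa488-fibronectin, 24 nM final in well; dosing: single compound dose, delivered by pin transfer; incubation: 1 h adhesion, overnight exposure; detection: fluorescence after three HBSS washes, excitation 485 nm, emission 525 nm; measure: fibronectin deposition inhibition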
The depositor's hits bear a star; . = no result given; & = joins results of further samples. The list is partial; count on the stated rates, not on these rows.

SMILES	S100A4 MyoIIA	esBAF inh	LGR2 antag	C2C12 statin	SIRT5 block	Casp6 inh	FN deposit inh
COc1ccc(NC(=O)c2cc(-c3ccccc3)nc3c2c(C)nn3-c2ccccc2)c(OC)c1	-2	.	11	.	-4	-4	-6
O=C(C[C@H]1C=C[C@H](NC(=O)Nc2ccc(C(F)(F)F)cc2)[C@H](CO)O1)NCc1ccccn1	-5	1	-2	2	1	-1	-24
N/C(=N\OC(=O)Cc1ccccc1[N+](=O)[O-])c1cccnc1	-14	.	-8	.	-4	-1	-5
CCOc1ccnc(OCC)c1Br	-1	-8	1	0	.	-4	6
COCc1c(Br)c(C)nc(OCC(=O)N/N=C/c2ccco2)c1C#N	-2	-6	-1	-1	0	5	-1
CC[n+]1c(/C=C(\C)OC)sc2ccccc21	-5	0	10	3	0	7	11
O=C(c1cccs1)N1C[C@@H](n2cc(-c3ccc(F)cc3)nn2)[C@H](O)C[C@@H]1c1ccccc1	-2	-4	3	-6	-10	15	1
C[C@H](CO)N1C[C@H](C)[C@@H](CN(C)S(=O)(=O)c2cccs2)OCc2ccccc2-c2ccccc2C1=O	-3	0	12	17	3	2	-7
COc1cccc(CNC(=O)CCC2CCCN(C(=O)c3cscn3)C2)c1 (configuration not stated)	5	0	-1	-3	-1	1	2
OC(CCl)CCl	-2	.	3	.	.	-4	.
CCc1nn2c(N(C)CCO)cc(C)nc2c1-c1ccc(F)cc1	3	-4	3	-11	-2	8	14
C[C@@H]1CN(S(=O)(=O)C(C)(C)C)[C@@H](CCO)/C1=C\CCO	1	.	7	.	-10	0	5
CC(C)NC(=O)N[C@H]1C=C[C@H](CC(=O)NCCCN(C)C)O[C@@H]1CO	2	1	9	-5	-1	-29	-3
CN1CCC(C(=O)C(=O)O)C1=O (configuration not stated)	-14	.	9	.	-2	0	5
CN1CCN(C(=O)Nc2ccccc2CC[N+](=O)[O-])CC1	-4	-4	4	11	-2	-12	1
COc1cccc(CNC(=O)CCS(=O)(=O)c2cccc3nonc23)c1	.	-3	.	-1	.	.	2
COc1ccc(-c2ccc3c(n2)CCCN3S(=O)(=O)c2ccc(C(F)(F)F)cc2)cc1	-1	.	10	.	.	-7	0
CCCC#Cc1ccc([C@@H]2[C@H]3CN(S(=O)(=O)CC)CCCCN3[C@H]2CO)cc1	-1	.	4	.	-1	3	.
COC(=O)C1=C(C)N(Cc2ccc(Br)cc2)C(=S)NC1c1cccc(Br)c1 (configuration not stated)	0	.	20	.	-1	0	7
CC(=O)c1ccc(OC(=O)c2cccs2)cc1	.	11	.	-4	.	.	9

Fetched one by one from the entries so far, 5 records:
SMILES	S100A4 MyoIIA	esBAF inh	LGR2 antag	C2C12 statin	SIRT5 block	Casp6 inh	FN deposit inh
COc1cccc(CNC(=O)CCS(=O)(=O)c2cccc3nonc23)c1	.	-3	.	-1	.	.	2
CC(C)NC(=O)N[C@H]1C=C[C@H](CC(=O)NCCCN(C)C)O[C@@H]1CO	2	1	9	-5	-1	-29	-3
CCCC#Cc1ccc([C@@H]2[C@H]3CN(S(=O)(=O)CC)CCCCN3[C@H]2CO)cc1	-1	.	4	.	-1	3	.
COC(=O)C1=C(C)N(Cc2ccc(Br)cc2)C(=S)NC1c1cccc(Br)c1 (configuration not stated)	0	.	20	.	-1	0	7
CC(=O)c1ccc(OC(=O)c2cccs2)cc1	.	11	.	-4	.	.	9

The listing picks up, starting 2 compounds before the break.
SMILES	S100A4 MyoIIA	esBAF inh	LGR2 antag	C2C12 statin	SIRT5 block	Casp6 inh	FN deposit inh
COC(=O)C1=C(C)N(Cc2ccc(Br)cc2)C(=S)NC1c1cccc(Br)c1 (configuration not stated)	0	.	20	.	-1	0	7
CC(=O)c1ccc(OC(=O)c2cccs2)cc1	.	11	.	-4	.	.	9
COc1ccccc1NCC(=O)NN=C1CCS(=O)(=O)c2ccc(F)cc21	0	-3	-34	-10	-6	5	-3
Cc1onc(-c2ccccc2)c1C(=O)N(Cc1ccccn1)Cc1ccccn1	0	.	-9	.	7	-9	12
COc1ccc(N=N/C(=C\O)C(=O)c2cccs2)cc1	0	18	-25	15	2	-1	.
COc1cccc(C(C)(O)c2nc(-c3ccc(OC)nc3)cs2)c1 (configuration not stated)	-6	-3	13	17	-1	3	-5
CCC1CCCCN1C(=O)COc1ccc2c(c1)OCO2 (configuration not stated)	-4	4	-4	-15	-3	4	-2
Cc1ccc(S(=O)(=O)Nc2ccc3c(c2)C(=O)N([C@H](C)CO)C[C@@H](C)[C@@H](CN(C)CC2CCCCC2)OCCCC[C@@H](C)O3)cc1	2	-5	2	.	8	2	.
CCOC(=O)N/N=C/c1c[nH]c2ccccc12	-3	.	25	.	-7	1	7
OC(c1ccc(F)cc1)(C1CCCCC1)C(CN1CCOCC1)c1ccccc1 (configuration not stated)	-4	-9	-8	7	2	1	-9
C[C@H](CO)N1C[C@H](C)[C@H](CN(C)Cc2ccc(-c3ccccc3)cc2)Oc2ccc(NS(=O)(=O)c3cn(C)cn3)cc2C1=O	-23	0	6	20	1	-2	1
COc1ccccc1OCC(=O)NCCNC(=O)COc1ccccc1OC	-5	5	7	-30	-4	1	2
C[C@H]1CN([C@@H](C)CO)C(=O)c2cc(NC(=O)Cc3cn(C)c4ccccc34)ccc2O[C@@H]1CN(C)S(=O)(=O)c1ccccc1	-7	4	.	42	-5	2	.
O=C(CN1C(=O)COc2ccccc21)N1CCCc2ccccc21	5	-10	6	18	2	-2	.
C[C@@H]1CCCCO[C@@H](CN(C)S(=O)(=O)c2ccc(Cl)cc2)[C@H](C)CN([C@@H](C)CO)C(=O)c2cc(NC(=O)CCCN(C)C)ccc2O1	12	3	-6	10	-2	-1	3
CCCc1nc2nc(C)c(NS(=O)(=O)c3ccc(C)c(C)c3)c(=O)n2[nH]1	-2	-4	-5	0	.	-4	-2
COc1ccc(N2CCN(S(=O)(=O)c3c[nH]c(=O)[nH]c3=O)CC2)cc1	2	.	6	.	-1	1	4
O=C(c1ccco1)c1n[nH]nc1-c1ccccc1	5	5	2	10	1	6	.
COC(=O)C1=C(C)N(Cc2ccc(Br)cc2)C(=S)NC1c1cccc(F)c1 (configuration not stated)	0	.	13	.	0	13	-3
C[C@H]1CCCCO[C@@H](CN(C)C(=O)NC2CCCCC2)[C@@H](C)CN([C@@H](C)CO)C(=O)c2cc(NC(=O)Nc3ccc(F)cc3)ccc2O1	-2	6	25	.	-1	1	5
COc1ccc2c3c([nH]c2c1)[C@@H](CO)N(C(=O)C1CCCC1)CC31CCN(C(=O)c2ccncc2)CC1	8	.	10	.	1	1	.
CN(C(=O)c1ccc(NC(=O)Cc2cccc(NC(=O)C3CCN(C(=O)C4CC4)CC3)c2)cc1)C1CC1	-3	1	5	-3	0	-2	-3
CN1CCC(=O)N([C@H](CO)Cc2ccccc2)CC1	-3	-6	-1	3	0	-4	6
Cc1cc(OCC(=O)NNC(=O)CCc2ccccc2)ccc1Br	-2	0	-2	-32	-1	-2	3
COc1ccc(CCNC(=O)c2cc3cccc(OC)c3oc2=O)cc1OC	-2	-4	-15	16	-1	44*	-1
CCOC(=O)COc1nc(-c2ccc(C)cc2)cc(-c2ccco2)c1C#N	-6	-3	-7	-7	-4	0	-9
O=C(Cn1nnc(-c2ccccc2NC(=O)c2ccccc2)n1)Nc1ccc2c(c1)OCCO2	.	-5	.	-4	.	.	16
COc1ccc(NC(=O)N(C)C[C@H]2OCCCC[C@@H](C)Oc3ccc(NC(=O)Nc4ccc(C(F)(F)F)cc4)cc3C(=O)N([C@@H](C)CO)C[C@H]2C)cc1	2	2	8	-20	14	0	.
C/C(=N\NC(=O)c1cccnc1)c1ccc(OC2OCCOC2Oc2ccc(/C(C)=N/NC(=O)c3cccnc3)cc2)cc1 (configuration not stated)	4	13	-10	1	.	-2	-2
O=C(CCNC(=O)OCc1ccccc1)NC1CCCCCC1	3	.	5	.	-5	0	-8
Cc1ccc(S(=O)(=O)N(C)C[C@@H]2OCCCC[C@H](C)Oc3ccc(NS(=O)(=O)c4ccccc4)cc3C(=O)N([C@H](C)CO)C[C@H]2C)cc1	2	-2	9	-1	18*	-2	-19
COC(=O)c1ccc(OC)c(OC)c1Cl	1	.	-14	.	7	-3	-6
Nc1nc(SCC(=O)c2cccc([N+](=O)[O-])c2)n[nH]1	0	.	-21	.	0	4	-5
COc1ccc(CN(C(=O)COc2ccccc2)c2ccccc2C(=O)O)cc1	-1	0	0	7	.	2	-1
COc1cnc(N(C)C)nc1Sc1cccc(Cl)c1	.	-9	.	0	.	.	13
COCC(=O)Nc1ccc2c(c1)[C@H]1C[C@@H](CC(=O)NCc3ccccc3OC)O[C@H](CO)[C@H]1O2	-1	2	9	3	-1	0	-29
CCCCSc1oc(-c2ccco2)nc1S(=O)(=O)c1ccccc1	-5	0	-22	-3	0	3	-3
C[C@@H]1CN([C@@H](C)CO)S(=O)(=O)c2ccc(-c3ccccc3)cc2O[C@H]1CN(C)C(=O)c1ccccc1F	.	3	4	-82	.	.	-5
Cn1cnnc1SCC(=O)NC1CC1	-1	-3	7	1	.	-1	1
CN1C(=O)C(O)(CC(=O)/C=C/c2ccco2)c2cc(Br)ccc21 (configuration not stated)	3	-12	-14	-2	0	5	-14
C#CCNC(=O)C1=C[C@@H](c2csc3ccccc23)C[C@@H](OCc2ccc(CO)cc2)O1	-9&-43	-6	8	14	2&0	-4&-1	-4
Cc1ccnc2nc(C(=O)OCCOc3cccc(Br)c3)nn12	.	-6	.	8	.	.	6
CCCCn1c(SCC(=O)N2CCOCC2)nc2ccccc2c1=O	-9	-11	-2	19	-3	1	12
O=C(c1noc2c1CCCCC2)N1CCOCC1	8	.	2	.	2	0	.
CC(C)NC(=O)COc1ccc(OCc2ccccc2)cc1	7	.	-12	.	-4	-2	.
COc1ccccc1C(=O)Nn1cnc2ccccc2c1=O	-7	68*	-11	4	-1	1	.
Cc1ccc2nc(Cl)c(C3CC(c4ccco4)=NN3C(=O)CCCC(=O)O)cc2c1 (configuration not stated)	-1	.	-5	.	1	10	-9
CCc1ccc(S(=O)(=O)NCc2csc(C)n2)cc1	0	3	-4	5	1	-3	2
O=C(C[C@H]1CC[C@@H](NC(=O)c2ccccc2)[C@H](CO)O1)NCc1ccncn1	6	3	-7	3	-1	2	0
CC(NC(=O)CN1C(=O)NC2(CCCCC2C)C1=O)c1ccccc1 (configuration not stated)	2	-6	5	-3	-1	1	6
O=C(c1cc(=O)[nH]c2ccccc12)N(Cc1nnc(-c2ccccc2Cl)o1)C1CC1	0	14	16	18	6	12	-1
Cc1noc(C)c1S(=O)(=O)Nc1ccc2c(c1)C(=O)N([C@H](C)CO)C[C@H](C)[C@H](CN(C)C(=O)NC(C)C)OCCCC[C@@H](C)O2	-2&4	-3&-12	-10	4	-5&-1	0&2	3&7

Next records follow.
SMILES	S100A4 MyoIIA	esBAF inh	LGR2 antag	C2C12 statin	SIRT5 block	Casp6 inh	FN deposit inh
O=c1cc(N2CCCCC2)c(-c2ccccc2)n[nH]1	2	.	.	.	1	-3	10
N#Cc1ccc(NC(=O)COC(=O)c2cccc(S(=O)(=O)N3CCCC3)c2)cc1	1	8	-8	4	.	6	1
O=C(Oc1cccc(C(=S)N2CCOCC2)c1)c1ccc([N+](=O)[O-])cc1	4	0	-4	5	9	-1	2
COc1ccc([C@H]2C[C@H](O)[C@@H](n3cc(C4CC4)nn3)CN2CC2CCCCC2)cc1	-6	1	-9	8	-1	0	-4
COc1ccc(OC)c(C(=O)NC(CC(N)=O)c2ccc(NCCN3CCOCC3)c([N+](=O)[O-])c2)c1 (configuration not stated)	-1	2	-1	15	.	.	-7
COc1ccc2cc(-c3ccn[nH]3)ccc2c1	-2	-23	-64	9	1	-1	1
O=C(Nc1ccccc1)N(CCN1CCOCC1)Cc1cccc(Cl)c1	5	.	-4	.	-1	0	.

Bioassay records as filed in PubChem BioAssay.
